Compound activity as filed in PubChem BioAssay.
NOD2 inhibition: inhibition of NOD2-driven NF-kB reporter – cell-based, luminescence, uHTS, HEK293 (AID 1566) | HEK293 NOD2/NF-kB luciferase reporter, luminescence; higher % means a stronger effect | one-dose inhibition, % at 4 µM; EC50 in µM for titrated hits | 0.63% of 290,000 active; note: many of its hits are not listed in these tables
KOR beta-arrestin-1: KOR antagonists, beta-arrestin recruitment, cell-based, luminescence, uHTS (AID 1778) | 0.091% of 290,000 active | KOR beta-arrestin recruitment, luminescence, antagonist mode; higher % means a stronger effect | inhibition, % at 10 µM; hits with a dose series show IC50 in µM; note: strong numbers were not always called active
KOR beta-arrestin-2: kappa opioid receptor activators – cell-based, luminescence, uHTS, primary screen (AID 1777) | KOR beta-arrestin recruitment, luminescence; higher % means a stronger effect | 0.02% of 280,000 active | activation, % at 10 µM, or EC50 in µM where a hit was titrated; in the data active = activation above about 50%, passing the limit was not always enough; note: a part of the inactive calls stands beside numbers as strong as those of hits
NOD1 inhibition: inhibition of NOD1-driven NF-kB reporter – cell-based, luminescence, uHTS, primary screen (AID 1578) | NOD1-driven NF-kB luciferase reporter cells, luminescence; higher % means a stronger effect | one-dose inhibition, % at 4 µM; EC50 in µM for titrated hits | 1% of 290,000 active; in the data active = inhibition mostly above about 36%, no sharp cut-off; inactive = mostly below about 34%;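 note: HEK-293T reporter cells stimulated with the NOD1 agonist gamma-tri-DAP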
LYP inhibition: PTPN22 lymphoid phosphatase activity blockers – biochemical, fluorescence intensity, uHTS (AID 1779); recombinant LYP phosphatase, fluorescence intensity; higher % means a stronger effect; one-dose inhibition, % at 11.5 µM; IC50 in µM for titrated hits; 0.054% of 290,000 active;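 note: plate controls were vehicle with enzyme for no effect and no enzyme for full effect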
XIAP displacement: XIAP antagonists, biochemical, IAP family, fluorescence polarization (AID 1018). XIAP BIR domain, fluorescence polarization peptide displacement; higher % means a stronger effect. displacement, % at 20 µM, or IC50 in µM where a hit was titrated. 0.007% of 200,000 active; in the data active = displacement above about 50%; note: a part of the inactive calls stands beside numbers as strong as those of hits
TNAP activation fold: human TNAP enzyme activators, primary screen, biochemical, luminescent, no phosphate acceptor, uHTS (AID 1001); one-dose activation fold at 20 µM; EC50 in µM for titrated hits; 0.03% of 200,000 active; purified TNAP, luminescent activation assay, no phosphate acceptor; higher activation fold means a stronger effect; in the data active = activation fold from about 3, or a potency from the dose series; inactive = the rest, 99 in 100 with activation fold below about 1.6; note: many of its hits are not listed in these tables
PMI inhibition: human PMI inhibitors, high substrate, primary screen, biochemical, fluorescence intensity, high mannose 6-phosphate (AID 1220); recombinant PMI enzyme, coupled fluorescence intensity; higher % means a stronger effect; 0.66% of 190,000 active; one-dose inhibition, % at 20 µM; IC50 in µM for titrated hits
human PMI inhibition: inhibitors of human PMI, primary screen, biochemical, fluorescence intensity, coupled assay (AID 1209) | 0.42% of 190,000 active | purified PMI enzyme, coupled fluorescence intensity; higher % means a stronger effect | one-dose inhibition, % at 20 µM; IC50 in µM for titrated hits;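 note: plate controls were DMSO vehicle for no effect and wells lacking substrate for full effect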
Starred values were filed as active, the others as inactive; / = no result given; [ ] = another dose, or the depositor's remark. Cut-off read from the data, not from the text of the source, unless noted: active = inhibition above about 50%; inactive = the rest.

#1 Cc1ccc(S(=O)(=O)N2CCc3ccccc3C2CC(=O)O)cc1 (stereo not given)
#2 N/C(=N\OC(=O)c1ccc(Cl)c(Cl)c1)c1cccc(CSc2ccccn2)c1
#3 N#CC(CC(=O)c1ccc(F)cc1)c1ccc2c(c1)OCO2 (stereo not given)
#4 CCOC(=O)C1C(=O)NC(c2ccccc2)=NC1c1cccc(Br)c1 (stereo not given)
#5 Cc1cccc(Oc2ccc(Cl)cc2N)c1
#6 CC(C)COc1ccc(C(=O)N2C(=O)c3ccc(N)cc3C2=O)cc1
#7 COc1ccc(NC(=O)CCNS(=O)(=O)c2ccc(NC(C)=O)cc2)cc1Cl
#8 CC(C)n1c(NCc2ccc(Cl)cc2)nc2ccccc21
Compound	1	2	3	4	5	6	7	8
TNAP activation fold	/	/	/	0.9	1.1	/	/	/
PMI inhibition	/	/	/	4%	-16%	/	/	/
XIAP displacement	/	/	/	-5.6%	-5.4%	/	/	/
LYP inhibition	-4%	1%	-7%	0%	-5%	-4%	-8%	-7%
KOR beta-arrestin-1	10%	15%	0%	3%	26%	8%	20%	1%
NOD1 inhibition	-7%	-14%	-10%	-36%	-63%	-3%	-32%	10%
KOR beta-arrestin-2	-1.6%	-0.1%	0.1%	0.4%	-0.6%	-2.0%	-2.3%	3.1%
NOD2 inhibition	6%	15%	-7%	16%	3%	15%	14%	16%
human PMI inhibition	/	/	/	4%	-15%	/	/	/

#9 Cn1nnnc1SCC(=O)N(C1CCCCC1)C1CCS(=O)(=O)C1 (stereo not given)
#10 CCOc1ccc(N(CC(=O)Nc2ccc(F)c(F)c2)S(=O)(=O)c2c(C)noc2C)cc1
#11 CCN(CC)c1ccc(/C=N/N2CCN(Cc3ccccc3Cl)CC2)c(O)c1
#12 COCCN1C(=O)c2ccccc2C(C(=O)N2CCN(c3ccccc3)CC2)C1c1ccc(F)cc1 (stereo not given)
#13 O=C(CSc1nnc(-c2ccco2)o1)NC1CCCCC1
#14 CN(C)CCN(Cc1cccs1)S(=O)(=O)c1csc(C(N)=O)c1
#15 COc1ccc(-c2nc(C#N)c(NCc3ccccc3Cl)o2)cc1
#16 Cn1c(=O)c2cc(S(=O)(=O)NC(Cc3ccccc3)C(=O)NCC3CCCO3)ccc2n(C)c1=O (stereo not given)
Compound	9	10	11	12	13	14	15	16
TNAP activation fold	1.1	1.1	/	1.1	1	/	1.1	1.1
PMI inhibition	-4%	26%	/	-4%	-18%	/	5%	-3%
XIAP displacement	-12%	-7.8%	/	-23%	-6.5%	/	0.1%	-1.0%
LYP inhibition	-3%	-6%	0%	1%	-2%	-8%	0%	-5%
KOR beta-arrestin-1	-26%	6%	9%	9%	-14%	-41%	-60%	-9%
NOD1 inhibition	-27%	-15%	7%	-6%	-8%	-21%	-24%	-25%
KOR beta-arrestin-2	0.9%	-0.9%	2.4%	2.2%	2.6%	1.3%	37%	-1.1%
NOD2 inhibition	2%	3%	3%	-5%	-9%	11%	-9%	12%
human PMI inhibition	0%	27%	/	-2%	-16%	/	12%	3%

#17 CC1(C)CC(=O)C(C=NCC2CCN(C(=O)Cc3ccccc3)CC2)=C(O)C1
#18 COc1ccc(CC(=O)Nc2cc(=O)n(C)c(=O)n2C)cc1OC
#19 COc1cc(/C=C/C(=O)N2CCN(CC(O)COc3ccccc3)CC2)cc(OC)c1OC (stereo not given)
#20 COC(=O)c1ccc(N2CCCCC2)c(NS(=O)(=O)c2ccc(C)cc2)c1
#21 CCOc1ccc(C(=O)N(CN2CCCC2=O)c2ccc(C)cc2)cc1
#22 CCc1ccc(N(CC(=O)NC2CCCCC2)C(=O)CNC(=O)c2ccco2)cc1
#23 Cc1ccc(S(=O)(=O)N(C)C)cc1NC(=O)CCNC(=O)c1ccccc1Cl
#24 CCCn1c(N)cc(=O)n(CCC)c1=O
Compound	17	18	19	20	21	22	23	24
TNAP activation fold	1.1	1.2	1	1	1.1	/	1	1.1
PMI inhibition	10%	-3%	-10%	12%	-1%	/	-3%	-7%
XIAP displacement	-1.1%	-2.4%	-1.5%	-2.2%	-6.1%	/	10%	-8.4%
LYP inhibition	-7%	-6%	-8%	9%	-1%	-8%	-9%	-7%
KOR beta-arrestin-1	2%	9%	-4%	-21%	11%	-11%	5%	-14%
NOD1 inhibition	-8%	-16%	-16%	2%	-20%	-45%	5%	-46%
KOR beta-arrestin-2	-0.8%	-1.9%	-1.4%	3.1%	4.0%	-1.6%	-4.5%	0.4%
NOD2 inhibition	2%	11%	9%	-15%	23%	-8%	-5%	-2%
human PMI inhibition	8%	-2%	-12%	12%	-6%	/	-2%	-2%

Copied from the results shown (seven entries):
#18 COc1ccc(CC(=O)Nc2cc(=O)n(C)c(=O)n2C)cc1OC
#19 COc1cc(/C=C/C(=O)N2CCN(CC(O)COc3ccccc3)CC2)cc(OC)c1OC (stereo not given)
#20 COC(=O)c1ccc(N2CCCCC2)c(NS(=O)(=O)c2ccc(C)cc2)c1
#21 CCOc1ccc(C(=O)N(CN2CCCC2=O)c2ccc(C)cc2)cc1
#22 CCc1ccc(N(CC(=O)NC2CCCCC2)C(=O)CNC(=O)c2ccco2)cc1
#23 Cc1ccc(S(=O)(=O)N(C)C)cc1NC(=O)CCNC(=O)c1ccccc1Cl
#24 CCCn1c(N)cc(=O)n(CCC)c1=O
Compound	18	19	20	21	22	23	24
TNAP activation fold	1.2	1	1	1.1	/	1	1.1
PMI inhibition	-3%	-10%	12%	-1%	/	-3%	-7%
XIAP displacement	-2.4%	-1.5%	-2.2%	-6.1%	/	10%	-8.4%
LYP inhibition	-6%	-8%	9%	-1%	-8%	-9%	-7%
KOR beta-arrestin-1	9%	-4%	-21%	11%	-11%	5%	-14%
NOD1 inhibition	-16%	-16%	2%	-20%	-45%	5%	-46%
KOR beta-arrestin-2	-1.9%	-1.4%	3.1%	4.0%	-1.6%	-4.5%	0.4%
NOD2 inhibition	11%	9%	-15%	23%	-8%	-5%	-2%
human PMI inhibition	-2%	-12%	12%	-6%	/	-2%	-2%

Later entries:
#25 CCCCC(=O)NNC(=S)NC(=O)c1ccc(C)cc1
#26 O=S(=O)(N/N=C/c1ccc(OC2CSC2)cc1)c1ccccc1
#27 CCCn1c(=O)c2ccccc2n2c(SCC(=O)c3cc(C)n(CCOC)c3C)nnc12
#28 COc1cc(C(=O)OCC(=O)c2c(N)n(C)c(=O)n(C)c2=O)ccc1OCCC(C)C
#29 Clc1ccc(-c2nnc(-c3ccccc3)c(-c3c[nH]c4ccccc34)n2)cc1
#30 CCOc1ccc(C(C)=O)cc1CN1C(=O)NC(C)(C2CC2)C1=O (stereo not given)
#31 CCOC(=O)Nc1cc(OC)c(OC)cc1Cc1nccc2cc(OC)c(OC)cc12
#32 O=C(c1ccccc1-c1nc(-c2ccccc2)no1)N1CCOCC1
Compound	25	26	27	28	29	30	31	32
TNAP activation fold	1	1.1	1	1.1	/	1.1	1.1	1.1
PMI inhibition	-31%	-10%	14%	2%	/	8%	-2%	-1%
XIAP displacement	-1.9%	-2.3%	-4.8%	-11%	/	-6.2%	-3.1%	2.2%
LYP inhibition	-6%	-8%	-4%	-2%	-8%	-12%	-6%	-7%
KOR beta-arrestin-1	10%[20 µM]	6%	0%	9%	13%	19%	15%	11%
NOD1 inhibition	-29%	10%	-13%	-18%	-1%	-24%	-1%	5%
KOR beta-arrestin-2	-13%	-3.4%	7.0%	-2.8%	-3.2%	-12%	0.0%	0.9%
NOD2 inhibition	20%	-3%	3%	10%	-17%	2%	14%	3%
human PMI inhibition	-10%	1%	9%	-4%	/	6%	2%	5%

#33 COc1ccc(C(=O)CN2C(=O)NC3(CCc4ccccc43)C2=O)cc1 (stereo not given)
#34 Cc1ccc(CC(CC(=O)O)C(=O)Nc2ccc(Cl)cc2)cc1 (stereo not given)
#35 COc1ccc(C)cc1-n1nnnc1SCC(=O)N1CCC(C(=O)Nc2nccs2)CC1
#36 CCOC(=O)N1CCC(NC(=O)c2cc(S(=O)(=O)N3CCCC3)cn2C)CC1
#37 O=C(Nc1ccccc1)c1cccc(S(=O)(=O)Oc2ccc([N+](=O)[O-])cc2)c1
#38 CC(C)c1ccc(OCC(=O)NNC(=S)NC(=O)C2CC2)cc1
#39 CNC(=O)c1ccsc1NC(=O)c1ccccc1
#40 O=C(N/N=C/c1c[nH]c2ccccc12)c1ccccc1O
Compound	33	34	35	36	37	38	39	40
TNAP activation fold	/	/	1.1	1	1.1	/	/	/
PMI inhibition	/	/	3%	6%	16%	/	/	/
XIAP displacement	/	/	1.7%	-5.8%	-4.8%	/	/	/
LYP inhibition	-6%	-8%	-4%	-4%	1%	4%	0%	2%
KOR beta-arrestin-1	19%	8%	-34%	-10%	-19%	-18%	39%	15%
NOD1 inhibition	-22%	3%	4%	5%	-16%	-5%	-7%	-8%
KOR beta-arrestin-2	1.3%	3.4%	-2.5%	19%	2.7%	6.3%	0.2%	1.3%
NOD2 inhibition	5%	17%	6%	-4%	-8%	15%	-16%	-47%
human PMI inhibition	/	/	7%	-1%	10%	/	/	/

#41 COc1ccccc1NC(=O)c1sc2nc(Cc3ccccc3)cc(C(F)(F)F)c2c1N
#42 Cc1ccc(C)c(NC(=O)c2c(Cl)nc3ccccn23)c1
#43 CCCc1n(CC)c2ccccc2[n+]1CC(O)COC1CCCCC1 (stereo not given)
#44 COc1cc(C(=O)N/C(=C\c2cn(C)c3ccccc23)C(=O)NCCCN2CCOCC2)cc(OC)c1OC
#45 Cc1ccc(C)c(N2CCN(C(=O)CC3Sc4ccccc4NC3=O)CC2)c1 (stereo not given)
#46 Cc1csc(SCC(=O)c2ccc(S(=O)(=O)N3CCOCC3)cc2)n1
#47 CCC(C)NC(=O)CN(c1cc(C)cc(C)c1)S(=O)(=O)c1c(C)[nH]c(=O)[nH]c1=O (stereo not given)
#48 CC(C)Oc1ccc(CNC(=O)c2cc(S(=O)(=O)N3CCOCC3)cn2C)cc1
#49 Fc1cccc2sc(Nc3nc4ccccc4s3)nc12
#50 COc1ccc(-c2cc(-c3ccccc3O)[nH]n2)cc1
#51 CCOC(=O)C1=C(C)Nc2ccccc2N=C1NC(=O)c1cccc(S(=O)(=O)N(C)C)c1
Compound	41	42	43	44	45	46	47	48	49	50	51
TNAP activation fold	1.1	1.1	1.1	/	1.1	1.1	/	/	1.1	1	1.2
PMI inhibition	13%	-8%	-3%	/	4%	-11%	/	/	18%	17%	2%
XIAP displacement	-6.7%	-6.5%	-6.2%	/	1.6%	-5.0%	/	/	-3.6%	6.6%	-1.9%
LYP inhibition	-1%	1%	-8%	-6%	1%	-8%	-3%	-2%	0%	-5%	-5%
KOR beta-arrestin-1	-9%	32%	29%	-3%	11%	9%	6%	-24%	-19%	-6%	7%
NOD1 inhibition	15%	-32%	-9%	13%	20%	-21%	-6%	-43%	5%	-68%	-3%
KOR beta-arrestin-2	-1.4%	0.5%	-1.2%	-5.4%	0.5%	18%	2.5%	6.5%	5.5%	0.8%	-7.1%
NOD2 inhibition	12%	4%	-3%	17%	24%	13%	8%	-8%	0%	-304%	10%
human PMI inhibition	20%	-17%	2%	/	6%	-7%	/	/	8%	18%	-2%

A portion of the library, so the mix of outcomes need not match the whole.
